CCR6 antag = blocks CCL20-driven beta-arrestin recruitment at human CCR6; inhibition, % at 20 µM; CHO-K1 CCR6 PathHunter beta-arrestin, luminescence, CCL20-stimulated; hit rate 0.49% among 340,000;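 active = compounds whose inhibition of the agonist-driven luminescence signal at 20 µM reaches about 50%, limit read from the data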;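 note: cells stimulated with CCL20 at 14 nM final; plate controls were DMSO with CCL20 for no effect and DMSO without agonist for full effect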
Target sequence (P51684 whole entry, looked up): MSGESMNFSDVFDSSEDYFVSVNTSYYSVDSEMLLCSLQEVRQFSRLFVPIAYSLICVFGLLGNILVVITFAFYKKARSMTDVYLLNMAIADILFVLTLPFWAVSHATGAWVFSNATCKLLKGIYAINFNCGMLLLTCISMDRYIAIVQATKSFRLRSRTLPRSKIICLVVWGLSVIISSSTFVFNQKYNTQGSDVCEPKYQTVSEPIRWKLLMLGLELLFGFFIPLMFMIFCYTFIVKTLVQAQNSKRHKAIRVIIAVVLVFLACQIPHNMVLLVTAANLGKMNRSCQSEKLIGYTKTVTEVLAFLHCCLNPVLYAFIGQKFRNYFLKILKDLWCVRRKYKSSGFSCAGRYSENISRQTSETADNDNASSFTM
Jurkat NFkB inh = inhibitors of the PMA/ionomycin-induced NF-kB reporter in Jurkat cells. PMA/ionomycin-induced NF-kB luciferase reporter, luminescence. hit rate 0.53% among 330,000. inhibition, % at 4 µM
697 NFkB inh = lowers PMA/ionomycin-induced NF-kB signal in 697 B cells. 697 B-cell NF-kB luciferase reporter, 16 h. inhibition, % at 4 µM. hit rate 0.33% among 330,000. AID 435022; in the data active = inhibition above about 35%
UBC13 polyUb = blocks human UBC13 polyubiquitin chain formation | hit rate 0.47% among 330,000 | P61088 | TR-FRET | inhibition, % at 20 µM; in the data active = inhibition above about 45%, passing the limit was not always enough
Target sequence (P61088 whole entry, looked up): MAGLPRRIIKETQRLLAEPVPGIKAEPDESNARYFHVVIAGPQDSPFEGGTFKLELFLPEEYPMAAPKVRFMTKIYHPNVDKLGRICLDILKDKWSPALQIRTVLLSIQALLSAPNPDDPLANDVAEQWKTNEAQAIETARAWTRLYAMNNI
Gli-Sufu block = blocks Gli-Sufu signaling in a luciferase reporter. Sufu-KO-LIGHT fibroblasts, Gli luciferase reporter luminescence. inhibition, % at 5 µM. hit rate 0.74% among 340,000;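 active = inhibition above about 55%, limit read from the data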;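 note: 0% = DMSO-treated cells and 100% = wells with medium but no cells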
SENP8 inh = SENP8 protease inhibition. AID 2540. inhibition, % at 10 µM. hit rate 1.2% among 330,000. purified SENP8, Z-RLRGG-aminoluciferin cleavage, luminescence. Q96LD8
Target sequence (Q96LD8 whole entry, looked up): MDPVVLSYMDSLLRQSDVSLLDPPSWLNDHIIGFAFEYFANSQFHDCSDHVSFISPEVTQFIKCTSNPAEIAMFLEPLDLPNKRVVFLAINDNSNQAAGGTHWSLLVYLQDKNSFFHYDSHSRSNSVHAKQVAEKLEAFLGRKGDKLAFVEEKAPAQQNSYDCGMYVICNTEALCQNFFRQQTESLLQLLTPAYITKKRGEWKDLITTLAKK
EBI2 antag = antagonists of human EBI2 receptor. AID 651636. EBI2 beta-arrestin recruitment, luminescence, 7a,25-OHC stimulated. inhibition, % at 5 µM. hit rate 0.81% among 360,000. P32249; in the data active = inhibition above about 38%;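 note: enzyme fragment complementation signal reports receptor beta-arrestin coupling in cells; 0% = agonist plus DMSO wells and 100% = wells without agonist; some results beyond the cut were filed as inactive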
Apaf1 inhib = blocks human Apaf-1 apoptosome activity | O14727 | reconstituted apoptosome caspase-3 activity, DEVD-Rh110 fluorescence | inhibition, % at 20 µM | hit rate 0.71% among 330,000 | AID 489030; active = inhibition of at least 40% at 20 µM;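 note: plate controls were DMSO wells for no effect and DEVD-CHO caspase inhibitor wells for full effect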
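Medium: Hepes buffer, pH 7.5 / System: biochemical Apaf-1 apoptosome reconstitution / Measured by: Rh110 fluorescence, excitation 480 nm, emission 540 nm / Times: compound with Apaf-1, dATP, procaspase-3 30 min, then 50 min reaction, room temperature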
* hit, by the source's call; / = not tested or not shown. Cut-off read from the data, not from the text of the source, unless noted: active = inhibition above about 50%; inactive = the rest.

| Compound | CCR6 antag | Jurkat NFkB inh | 697 NFkB inh | UBC13 polyUb | Gli-Sufu block | SENP8 inh | EBI2 antag | Apaf1 inhib |
| --- | --- | --- | --- | --- | --- | --- | --- | --- |
| CCOc1ccc(CN2CCNC(=O)C2CC(=O)NCC2CCOCC2)cc1 (centres undefined) | 1 | -3 | 6 | -2 | 2 | -1 | -6 | -14 |
| Nc1c(Cl)ncnc1N/N=C/c1ccnc2ccccc12 | 4 | -23 | -14 | -4 | -17 | -7 | 1 | 3 |
| CC(C)(C)c1nnc(NC(=O)NS(=O)(=O)c2ccccc2)s1 | -5 | -5 | -17 | 4 | -7 | -11 | -4 | 1 |
| CCCc1nc(N2CCN(C)CC2)c2sc(=S)n(-c3ccccc3)c2n1 | 21 | -12 | 1 | 19 | 5 | 1 | 12 | 19 |
| Cc1cc(NC(=O)CCCn2nc(C)c([N+](=O)[O-])c2C)no1 | -4 | 1 | 16 | 9 | 11 | 2 | -5 | -27 |
| O=S(=O)(c1cccc(Cl)c1)N1CCC(c2nc3ccccc3[nH]2)CC1 | 17 | -11 | 13 | 7 | 48 | -4 | -6 | 6 |
| CN(C)C(=O)c1noc2cc([N+](=O)[O-])ccc12 | -15 | -15 | 8 | 7 | 1 | 7 | -6 | -3 |
| Cc1ccc(N(CC(=O)NC(C)c2ccccc2)S(=O)(=O)c2c(C)noc2C)cc1 (centres undefined) | 15 | 18 | 21 | -1 | 40 | -2 | 0 | 12 |
| O=C(COc1cccc2ccccc12)N1CCN(c2ccccc2)CC1 | 5 | -5 | 6 | -1 | 9 | -3 | 4 | 24 |
| CC1CC(C)CN(C(=O)c2cccc(N3C(=O)c4ccccc4C3=O)c2)C1 (centres undefined) | 14 | 4 | 3 | -5 | 1 | -7 | 7 | 2 |
| O=C1COc2ccc(C(=O)COC(=O)CCSc3ccccc3)cc2N1 | 11 | 8 | 7 | -5 | 4 | -3 | -3 | 2 |
| [O-][n+]1cccc(C(O)c2ccccc2)c1 (centres undefined) | 9 | -11 | -1 | -10 | 3 | -7 | 0 | 2 |
| CC(=O)c1nnn(-c2ccc([N+](=O)[O-])cc2)c1C | -10 | 2 | 7 | 2 | -8 | 5 | 0 | -4 |
| Cc1cccc(NS(=O)(=O)c2ccc3[nH]c(=O)oc3c2)c1C | -8 | -5 | 15 | 6 | 7 | 4 | -15 | -3 |
| COc1ccccc1N(Cc1ccccc1)S(=O)(=O)c1cccc(C(=O)NC2CC(C)(C)NC(C)(C)C2)c1 | 8 | 25 | 4 | 16 | 15 | -3 | 5 | 35 |
| CCOC(=O)C1(Cc2ccc(OC)cc2)CCN(S(C)(=O)=O)CC1 | 3 | -8 | -19 | -6 | -9 | 1 | 4 | 8 |
| COC(=O)c1[nH]c2ccccc2c1NC(=O)c1c(F)cccc1F | 10 | 1 | 13 | 4 | 8 | -3 | 4 | -15 |
| CCOC(=O)CC(=O)CSc1nc2cc(C)ccc2cc1C | 11 | -3 | -4 | -5 | 16 | -1 | 10 | 22 |
| CCOC(=O)c1c(C)n(C(=O)c2ccco2)c(=O)n1C(=O)c1ccco1 | 12 | 9 | 18 | 0 | 1 | -1 | -8 | -4 |
| CCCC(=O)N1c2ccccc2[C@@H](N(C(C)=O)c2ccccc2)C[C@H]1C | 4 | -1 | 18 | 4 | 30 | -1 | -10 | -55 |

Entries of single compounds from above. Values in the order: CCR6 antag | Jurkat NFkB inh | 697 NFkB inh | UBC13 polyUb | Gli-Sufu block | SENP8 inh | EBI2 antag | Apaf1 inhib
CC(=O)c1nnn(-c2ccc([N+](=O)[O-])cc2)c1C across the screens: -10 | 2 | 7 | 2 | -8 | 5 | 0 | -4
Nc1c(Cl)ncnc1N/N=C/c1ccnc2ccccc12 across the screens: 4 | -23 | -14 | -4 | -17 | -7 | 1 | 3

More compounds follow.
| Compound | CCR6 antag | Jurkat NFkB inh | 697 NFkB inh | UBC13 polyUb | Gli-Sufu block | SENP8 inh | EBI2 antag | Apaf1 inhib |
| --- | --- | --- | --- | --- | --- | --- | --- | --- |
| Cn1nc(C(=O)NCCCN2CCCCC2)c2c1-c1ccccc1SC2 | 5 | -10 | -9 | 0 | 35 | 1 | 6 | 12 |
| O=C(CSc1ccc(Cl)cc1)NCc1ccco1 | 21 | -3 | 5 | 2 | -3 | -1 | 0 | -15 |
| COc1ccc(NC(=O)c2cc(Br)c(Br)s2)cn1 | 5 | -12 | -4 | -8 | / | 4 | -4 | 9 |
| COC(=O)[C@H](C)N1C/C=C\COc2c(Cl)cc(Cl)cc2S1(=O)=O | 16 | / | 3 | / | -2 | / | 5 | -19 |
| Cc1c([C@H]2[C@@H](CC#N)C2(C)C)c2ccccc2n1C | 3 | 12 | 26 | 10 | -4 | 2 | 14 | 2 |
| CC1(C)Nc2ccccc2C(=O)N1c1ccccc1 | 10 | 4 | 1 | 12 | -5 | 4 | -10 | 1 |
| CCOC(=O)C1=C(COC(=O)c2ccc(C)s2)NC(=O)NC1C (centres undefined) | 6 | -21 | -5 | 2 | 2 | -10 | -6 | 12 |
| O=C1c2ccncc2C(=O)N1c1cccc(Cl)c1 | -1 | 15 | 10 | 3 | -2 | 1 | -5 | -1 |
| COC(=O)Cn1c(=NC(=O)C2COc3ccccc3O2)sc2cc(S(N)(=O)=O)ccc21 (centres undefined) | 2 | 2 | 22 | 5 | 2 | 0 | -9 | 5 |
| O=C(Nc1nc(-c2ccc([N+](=O)[O-])cc2)cs1)c1c(F)cccc1F | 22 | -1 | -10 | 5 | -25 | 2 | 8 | -11 |
| Cc1ccc(SCC(=O)Nc2cccc(S(=O)(=O)N3CCOCC3)c2)cc1C | 2 | 0 | 19 | -4 | 1 | -6 | 4 | 7 |
| O=C(CCNC(=O)c1ccc(Br)cc1)NC1CCCc2ccccc21 (centres undefined) | 2 | -51 | -364 | 2 | -6 | -3 | 11 | 6 |
| Cc1occc1C(=O)NN=C1C2CC3CC(C2)CC1C3 | 8 | 2 | 14 | 4 | 3 | -1 | -2 | -2 |
| C[C@H]1COC(=O)[C@H](CC(=O)OC(C)(C)C)C/C=C\C[C@@H](CC(=O)N[C@@H](CO)Cc2ccccc2)C(=O)N1 | 6 | 5 | 9 | 4 | 16 | 10 | 9 | -2 |
| COc1ccccc1NC(=O)CCS(=O)(=O)c1cc2c(cc1Cl)NC(=O)CO2 | 16 | -1 | 9 | 4 | -19 | 2 | -7 | -4 |
| Cc1noc(C)c1S(=O)(=O)N(CC(=O)N1CCCC1)c1ccc(C(C)C)cc1 | -11 | 1 | 0 | 3 | -5 | -5 | 6 | 10 |
| Cc1c(CCO)c(=O)[nH]n1S(=O)(=O)c1ccc(Cl)cc1Cl | -3 | 13 | 10 | -14 | 5 | 4 | 3 | 4 |
| Cc1ccccc1OCC(=O)N(Cc1nnc(-c2ccc(Cl)cc2)o1)C(C)C | 10 | -2 | 22 | 3 | -16 | 0 | 3 | 22 |
| O=C(COc1cccc2ccccc12)Nc1cc(S(=O)(=O)N2CCOCC2)ccc1N1CCOCC1 | / | 15 | 7 | 0 | / | -3 | / | 10 |
| COCCNC(=O)c1c[nH]c2ccc(S(=O)(=O)Nc3ccccc3F)cc2c1=O | 9 | 0 | 10 | 3 | 4 | 9 | -2 | -5 |
| COC(=O)c1ccc(CSCC(=O)Nc2cc(OC)cc(OC)c2)o1 | 6 | -6 | -31 | -6 | 1 | -12 | -7 | 13 |
| COc1ccc(OC)c(-c2csc(NC(=O)COC(=O)C3CCC3)n2)c1 | 2 | -16 | 11 | -4 | 3 | -11 | 8 | 21 |
| CCN(CC)C1CCN(C(=O)CCn2nnnc2CN2CCOCC2)C1 (centres undefined) | -1 | -6 | 1 | 4 | -2 | -4 | -4 | -2 |
| Cc1ccc(S(=O)(=O)N2CCC[C@H]2C(=O)Nc2ccc(F)cc2C)cc1 | 9 | -9 | 1 | 0 | 1 | -12 | 1 | -4 |
| Cc1cccc(OCC(=O)N2CCC(N3CCCCCC3)CC2)c1 | -6 | 11 | -3 | 7 | 9 | -3 | -5 | -11 |
| Cc1cccc(/C=C/C(=O)c2ccc(NC3=NCCCS3)cc2)c1 | 28 | 10 | -33 | 12 | 22 | 71* | 35 | 1 |
| COc1cccc(OC)c1C(=O)Nc1ccccc1C(=O)N1CCCC1 | 3 | 5 | 6 | -1 | -3 | -12 | 3 | 5 |
| O=C(NCC1CCCO1)C1CCN(C2CCN(C(=O)Cc3ccsc3)CC2)CC1 (centres undefined) | 16 | -5 | 20 | 5 | -5 | 9 | -17 | -13 |
| CS(=O)(=O)N1CCC(C(=O)Nc2ccc(Cl)c(C(F)(F)F)c2)CC1 | -9 | -9 | -22 | 3 | 2 | 5 | 18 | -14 |
| CN(C)C(=O)c1nc2ccc(Cl)cn2c1CN1CCCC(OCc2ccccc2)C1 (centres undefined) | 1 | -16 | 9 | 1 | 14 | -2 | 4 | 5 |
| CCN(CC)C(=O)CSc1n[nH]c(=S)n1N | -4 | 6 | 23 | 0 | 3 | 3 | -42 | 3 |
| CCN1CCN(C(=O)c2ccc(CN(c3ccc(C)c(C)c3)S(C)(=O)=O)cc2)CC1 | 16 | 12 | -37 | -2 | 18 | 10 | -2 | 5 |
| Cc1cc(C(=O)Nc2ccc(S(=O)(=O)N3CCOCC3)cc2)c(C)o1 | 8 | 19 | -5 | -5 | 1 | -10 | 5 | -14 |
| CN1CCN(C(=O)C2=C[C@@H](c3coc4ccccc4c3=O)C[C@@H](OCc3ccc(CO)cc3)O2)CC1 | 3 | -5 | 23 | 0 | 27 | 10 | -2 | -3 |
| Cc1ccccc1NC(=O)C1CCCN(c2ncnc3onc(-c4ccc(F)cc4)c23)C1 (centres undefined) | 3 | -1 | 2 | -3 | 5 | -8 | 1 | 8 |
| COC(=O)c1ccccc1NC(=O)N1CCN(C/C=C/c2ccccc2)CC1 | 7 | -4 | 13 | -1 | -3 | -3 | 3 | 19 |
| O=C1NCCN/C1=C\C(=O)c1ccc(F)cc1 | 6 | -25 | -12 | -16 | -12 | -2 | -28 | -3 |
| COc1ccc(C(=O)NC(=S)NNC(=O)c2ccc(NC(=O)C(C)C)cc2)cc1 | 27 | 3 | -31 | -9 | -4 | -5 | -4 | -18 |
| Cc1cnnn1-c1ccc(C(=O)CCl)cc1 | 41 | -1 | -6 | 29 | -6 | -2 | -5 | 7 |
| NC(=O)Nn1c(CCC(=O)O)ccc1-c1ccc(Cl)cc1 | 5 | -10 | 0 | 2 | 1 | -4 | -8 | 8 |
| Cc1ccc(C2(C)NC(=O)N(CC(=O)N(C)CC(=O)Nc3cccc(F)c3)C2=O)cc1 (centres undefined) | -14 | -8 | 4 | 10 | 1 | -3 | -7 | 23 |
| CCOc1ccc(NCC(=O)Nc2ccc(Cl)cc2C)cc1 | 1 | -3 | -21 | -24 | -8 | -12 | 11 | 27 |
| CN(C(=O)CCOc1ccccc1)c1c(N)n(Cc2ccccc2)c(=O)[nH]c1=O | 20 | -11 | 0 | 4 | 0 | 8 | 9 | 5 |
| CC(C)(C)c1ccc(NC(=O)COC(=O)c2ccc(CN3CCCC3=O)cc2)cc1 | -6 | -9 | -18 | -14 | -8 | -8 | 1 | 17 |
| OC(CON=C1c2ccccc2-c2ccccc21)CN1CCNCC1 (centres undefined) | 3 | -11 | 10 | -1 | 8 | -10 | -15 | -6 |
| CN(C)Cc1c(C(=O)N/N=C/c2cccc(OCc3c(F)cccc3Cl)c2)nnn1-c1nonc1N | -2 | 36 | -5 | 0 | 67* | 10 | 7 | -96 |
| Cn1c(=O)cc(OCC(=O)NCc2cccs2)c2ccccc21 | 17 | -4 | -2 | -18 | -5 | -15 | -7 | -4 |
| CCN(C(=O)CSc1nncs1)c1c(N)n(Cc2ccccc2)c(=O)[nH]c1=O | 5 | -5 | -2 | 4 | -3 | 7 | 0 | 1 |
| N#Cc1ccc(-c2nc3ccccc3c(=O)n2O)cc1 | 1 | -18 | -15 | 2 | 13 | -7 | -8 | 6 |
| COc1ccc(-c2nn(CCC(=O)O)cc2/C=C2\SC(N)=NC2=O)cc1 | -18 | -4 | 2 | -18 | 4 | -9 | 3 | 2 |
| Cc1nc(C)c(-c2csc(Nc3ccccn3)n2)s1 | 3 | -131 | -381 | -5 | -47 | 61* | 6 | 16 |
| O=C1CCN(C(=O)Nc2ccccc2)N1 | 2 | 7 | 13 | -4 | 0 | -10 | -2 | -9 |

The list is partial (hit frequency here may not be typical).
